Screening results from PubChem.
GLS inhibitor – inhibitors of human glutaminase (GLS); GLS enzymatic activity, qHTS titration; Potency, µM (titrated, usually from 45.5 µM), for inactives: top-dose activity change, negative = inhibition, most hits filed as inhibitors; O94925; 0.21% of 410,000 active; also: % is scaled to controls: 0 for no effect and ±100 for the full control effect
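Enzyme dispensed in phosphate buffer (45 mM, pH 8.2, 0.02% Tween-20), compounds pinned in, then 1 mM L-glutamine solution and the glutamate oxidase–HRP–Amplex Red mix added; fluorescence read immediately and again after 30 min at room temperature.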
HP1b chromo inh – HP1-beta chromodomain-methylated histone interaction inhibition. P83916. AlphaScreen HP1-beta / biotin-H3K9me3 peptide binding. Potency, µM (highest dose often 114 µM), inactives show top-dose activity change, negative = inhibition, usual class: inhibitors. 0.56% of 390,000 active. AID 540317; also: nearly all actives have a fitted effect of over 70% in size; inactives centre near 23
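Compound inhibition of the preformed complex between 50 nM HP1-beta and 50 nM biotinylated H3K9me3 peptide was read by AlphaScreen. Buffer was PBS pH 7.4 with 0.01% Tween-20. Incubations ran 30 min at room temperature, with 10 ug/mL donor/acceptor beads.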
POLI inh – blocks human DNA polymerase iota activity. 1% of 390,000 active. Pol iota fluorescent replication assay, 10 min. Potency, µM (top dose mostly 115 µM), for inactives: at the top dose activity, negative = inhibition, actives largely listed as inhibitors. Q9UNA4
Target sequence (Q9UNA4 whole entry, looked up): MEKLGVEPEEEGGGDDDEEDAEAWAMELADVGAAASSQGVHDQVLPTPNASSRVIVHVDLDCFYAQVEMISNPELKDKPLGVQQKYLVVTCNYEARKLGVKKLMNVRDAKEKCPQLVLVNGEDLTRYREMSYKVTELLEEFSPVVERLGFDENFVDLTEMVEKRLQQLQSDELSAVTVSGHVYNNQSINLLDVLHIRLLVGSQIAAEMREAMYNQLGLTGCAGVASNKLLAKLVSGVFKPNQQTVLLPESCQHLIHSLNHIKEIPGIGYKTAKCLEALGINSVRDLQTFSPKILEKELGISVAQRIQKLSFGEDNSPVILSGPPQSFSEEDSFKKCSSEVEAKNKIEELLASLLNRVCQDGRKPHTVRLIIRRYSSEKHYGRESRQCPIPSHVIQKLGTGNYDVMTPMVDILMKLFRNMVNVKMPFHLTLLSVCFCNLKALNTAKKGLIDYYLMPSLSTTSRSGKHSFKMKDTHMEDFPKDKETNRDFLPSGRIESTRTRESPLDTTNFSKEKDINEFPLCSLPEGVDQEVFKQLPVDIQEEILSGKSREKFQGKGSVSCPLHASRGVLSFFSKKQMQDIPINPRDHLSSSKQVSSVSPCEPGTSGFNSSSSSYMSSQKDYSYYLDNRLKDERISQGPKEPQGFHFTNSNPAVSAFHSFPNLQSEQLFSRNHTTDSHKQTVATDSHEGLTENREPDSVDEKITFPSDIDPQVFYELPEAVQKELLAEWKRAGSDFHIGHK
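Pol iota at 10 nM preincubated 15 min with compounds at room temperature; reaction started with fluorescent substrate, 50 nM final. Fluorescence read kinetically at 0 and 10 min; buffer-only wells as negative control.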
Tb PGK inh – inhibitors of T. brucei phosphoglycerate kinase; PGK/GAPDH coupled, Kinase-Glo luminescence, 60 min; Potency, µM (doses to about 57.5 µM), for the others: at the top dose activity change, negative = inhibition, hits mostly inhibitors; 0.043% of 380,000 active; also: % is scaled to controls: 0 for no effect and ±100 for the full control effect; nearly all actives have a fitted effect of over 60% in size
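Luminescent ATP detection (Kinase-Glo Plus) follows a 60-minute room-temperature incubation, with wells lacking PGK as controls. Buffer: 100 mM TEA (pH 7.6), 5 mM MgCl2, 0.01% Tween-20. Coupling enzyme GAPDH (100 nM final) supplies unstable 1,3-BPG in-well.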
BLM inh – Bloom syndrome helicase (human) inhibition | P54132 | 0.2% of 350,000 active | recombinant BLM DNA unwinding, fluorescence dequenching | Potency, µM (highest dose often 56.1 µM), without a hit: at the top dose activity change, negative = inhibition, usual class: inhibitors | AID 2528;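 also: plate controls were vehicle for no effect and no enzyme for full effect; nearly all actives have a fitted effect of over 35% in size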
Pin1 inhibitor – blocks the human prolyl isomerase Pin1; 0.009% of 390,000 active; AID 504891; Potency, µM (series often up to 115 µM), inactives show at the highest dose activity, negative = inhibition, most hits filed as inhibitors; Q13526; Pin1 FP peptide displacement, HiFluor488, 10 min; active = well fitted inhibition curve with a large enough effect in the polarisation, with a control signal flat, not every such curve was filed as active; inconclusive = small, poorly fitted or top-dose-only effect, or effect the other way, or a change in a side signal; inactive = no such curve, though single readings can be large or run the other way; the % refers to the polarisation; also: % is scaled to controls: 0 for no effect and ±100 for the full control effect
JMJD2A Tudor inh – blocks the human JMJD2A Tudor domain | Potency, µM (top dose mostly 114 µM), without a hit: top-dose activity change, negative = inhibition, actives largely listed as inhibitors | 4.4% of 390,000 active | O75164 | AlphaScreen JMJD2A-Tudor / H3K4me3 peptide binding; also: % is scaled to controls: 0 for no effect and ±100 for the full control effect; nearly all actives have a fitted effect of over 50% in size
BAZ2B block – inhibitors of human BAZ2B bromodomain. Q9UIF8. AlphaScreen BAZ2B-H3K14Ac peptide displacement. Potency, µM (series often up to 114 µM), inactives show at the top dose activity change, negative = inhibition, hits mostly inhibitors. 4.4% of 360,000 active. AID 504333; also: % is scaled to controls: 0 for no effect and ±100 for the full control effect; nearly all actives have a fitted effect of over 60% in size
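AlphaScreen displacement of biotin-H3(5-23)K14Ac peptide (50 nM final) from BAZ2B (50 nM final) in PBS pH 7.4, 0.01% Tween-20; complex preformed 30 min RT, then compounds (top 110 uM) 30 min RT, beads 20 min dark.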
G9a block – inhibitors of human histone lysine methyltransferase G9a | Q96KQ7 | G9a H3K9 monomethylation, AlphaScreen, 2 h | Potency, µM (series often up to 102 µM), without a hit: top-dose activity, negative = inhibition, most hits filed as inhibitors | 8.8% of 350,000 active; also: % is scaled to controls: 0 for no effect and ±100 for the full control effect; nearly all actives have a fitted effect of over 75% in size
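Signal arises when biotinylated H3K9 peptide, once monomethylated, bridges streptavidin donor and antibody-captured acceptor beads. Enzyme at 20 nM was preincubated 15 min with test compounds; peptide 500 nM and SAM 20 uM then reacted for 2 h.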
The depositor's hits bear a star; i = inactive; ? = inconclusive; · = not tested or not shown; [ ] = another dose, or the depositor's remark. Unless noted, calls follow the shape of the dose curve; as a rule, active = well fitted curve in the direction sought with a large enough effect; inconclusive = small, poorly fitted or top-dose-only effect, or another doubt; inactive = no such curve, though single readings can be large; an effect the other way counts as inactive or inconclusive. Potency is read from the fitted curve at half-maximal effect.

mol | GLS inhibitor | HP1b chromo inh | POLI inh | Tb PGK inh | BLM inh | Pin1 inhibitor | JMJD2A Tudor inh | BAZ2B block | G9a block
CC(=O)N1CCN(C(=O)c2ccc(-n3c(C)ccc3C)cc2)CC1 | -7% | 9% | 6% | i | 1% | 1% | -7% | 4% | ?
O=C(O)CC(NC(=O)C(c1ccccc1)c1ccccc1)c1ccco1 (centres undefined) | -4% | 25% | 20% | -1% | 1% | 2% | -11% | -4% | -2%[12.7 µM]
COc1ccc(C)cc1NC(=O)C1CCN(C(=O)Cc2ccccc2)CC1 | -2% | 15% | 28% | -5% | -7% | -7% | -2% | -14% | 20%
COc1cc(N2CCCC2)c(OC)cc1/C=C1/NC(=S)NC1=O | 6% | -28% | ? | i | -8% | ? | -34% | ? | 22µM*
Cc1ccc(C(=O)OCC(=O)Nc2ccc(N3CCOCC3)cc2)cc1 | 19% | 22% | 18% | -7% | · | -4% | -10% | 11% | ?
COc1ccccc1-n1c(CNC(=O)c2cccc([N+](=O)[O-])c2C)n[nH]c1=S | -5% | 37% | -13% | 3% | 0% | 0% | 20µM* | -6% | ?
CCNC(=S)Nc1ccc2ncoc2c1 | 29% | 25% | 21% | -6% | -4% | -6% | -27% | 1% | 17%[12.7 µM]
COc1ccccc1CNC(=O)C(=O)c1cn(CC(=O)N2CCOCC2)c2ccccc12 | -5% | 46%[activator] | 24% | i | 1% | -1% | -18% | -11% | ·
CCC(C)NCCCOc1cc(Cl)ccc1Cl (centres undefined) | -7% | ? | 14% | -9% | 6% | -9% | 2.5µM* | 50µM* | 7.9µM*
COc1ccc(C)cc1S(=O)(=O)n1ccnc1C | 13% | 21% | ? | -3% | -2% | 3% | -13% | 2% | ·
Cn1c(NCc2c(O)ccc3ccccc23)nc2ccccc21 | 4% | -11% | -4% | -4% | -8% | 4% | -26% | 5% | ?
CC(=O)c1cccc(NC(=O)c2c(-c3c(F)cccc3Cl)noc2C)c1 | 2% | 26% | 7% | 4% | · | 0% | 0% | 8% | 30%[59 µM]

12 of these compounds in a different format.
GLS inhibitor	HP1b chromo inh	POLI inh	Tb PGK inh	BLM inh	Pin1 inhibitor	JMJD2A Tudor inh	BAZ2B block	G9a block	Structure
-7%	9%	6%	i	1%	1%	-7%	4%	?	CC(=O)N1CCN(C(=O)c2ccc(-n3c(C)ccc3C)cc2)CC1
-4%	25%	20%	-1%	1%	2%	-11%	-4%	-2%[12.7 µM]	O=C(O)CC(NC(=O)C(c1ccccc1)c1ccccc1)c1ccco1 (centres undefined)
-2%	15%	28%	-5%	-7%	-7%	-2%	-14%	20%	COc1ccc(C)cc1NC(=O)C1CCN(C(=O)Cc2ccccc2)CC1
6%	-28%	?	i	-8%	?	-34%	?	22µM*	COc1cc(N2CCCC2)c(OC)cc1/C=C1/NC(=S)NC1=O
19%	22%	18%	-7%	·	-4%	-10%	11%	?	Cc1ccc(C(=O)OCC(=O)Nc2ccc(N3CCOCC3)cc2)cc1
-5%	37%	-13%	3%	0%	0%	20µM*	-6%	?	COc1ccccc1-n1c(CNC(=O)c2cccc([N+](=O)[O-])c2C)n[nH]c1=S
29%	25%	21%	-6%	-4%	-6%	-27%	1%	17%[12.7 µM]	CCNC(=S)Nc1ccc2ncoc2c1
-5%	46%[activator]	24%	i	1%	-1%	-18%	-11%	·	COc1ccccc1CNC(=O)C(=O)c1cn(CC(=O)N2CCOCC2)c2ccccc12
-7%	?	14%	-9%	6%	-9%	2.5µM*	50µM*	7.9µM*	CCC(C)NCCCOc1cc(Cl)ccc1Cl (centres undefined)
13%	21%	?	-3%	-2%	3%	-13%	2%	·	COc1ccc(C)cc1S(=O)(=O)n1ccnc1C
4%	-11%	-4%	-4%	-8%	4%	-26%	5%	?	Cn1c(NCc2c(O)ccc3ccccc23)nc2ccccc21
2%	26%	7%	4%	·	0%	0%	8%	30%[59 µM]	CC(=O)c1cccc(NC(=O)c2c(-c3c(F)cccc3Cl)noc2C)c1

Continued.
mol | GLS inhibitor | HP1b chromo inh | POLI inh | Tb PGK inh | BLM inh | Pin1 inhibitor | JMJD2A Tudor inh | BAZ2B block | G9a block
O=C(Cc1c(F)cccc1Cl)c1ccc(O)cc1O | 20% | 27% | 24% | -3% | -7% | ? | -11% | -37% | ?
CCN(C(=O)/C=C/c1ccccc1)C1CCCCC1 | 0% | 41%[activator] | 129%[activator] | -2% | -1% | 0% | -10% | -27% | 17%
CCN1C(=O)[C@H]2[C@@H](c3ccc(-c4ccc(Cl)c(Cl)c4)c(OC)c3)N3CCCC[C@@]3(C(=O)OC)[C@H]2C1=O | 0% | 21% | 8% | -3% | · | 2% | -23% | · | ·
N/C(=N\OC(=O)Cc1ccc(Cl)cc1)c1ccncc1 | -7% | 53%[activator] | 137%[activator] | 0% | -4% | -8% | 4% | -13% | -5%
COc1cccc(CNc2cccc3cccnc23)c1O | 19% | -7% | 53% | i | 1% | -1% | 45µM* | ? | ?
Cc1ccc2nsnc2c1S(=O)(=O)N1CCOCC1 | 3% | 18% | 8%[58.9 µM] | -12% | -1% | 0% | -13% | 0% | -8%[59 µM]
CC=Cc1cc2c(c(=O)o1)C(=O)C(O)C(C)O2 (centres undefined) | -5% | 7% | 50µM* | -16% | · | ? | -22% | · | ·
COc1ccc(-c2oc3ccc(N4CCOCC4)cc3c2C#CCO)cc1 | 16% | 20% | 4% | -10% | · | 0% | -31% | · | ·
CC1CCCCC1NC(=O)c1ccc(NC2=NC3CS(=O)(=O)CC3S2)cc1 (centres undefined) | -18% | 57%[activator] | 8% | i | 0% | 1% | -11% | -3% | 43%
COc1ccc(CCNC(=S)Nc2ccccc2C)cc1 | 10% | 20% | 19% | -12% | -2% | 1% | -6% | -7% | 4%
COc1ccc(NC(=O)Cn2c(=O)oc3cc(S(=O)(=O)N4CCCC4)ccc32)cc1 | -5% | 53%[activator] | 43%[activator] | i | -2% | 1% | -29% | -22% | ?

A portion of the library. The share of hits here may be higher or lower than overall.
